# From PubChem BioAssay
# aSyn tox rescue: inhibitors of alpha-synuclein toxicity in yeast | Potency, µM (highest dose often 46.1 µM), inactives show at the top dose growth rescue (activation), hits mostly activators | AID 1347070 | hit rate 0.02% among 94,000 | S. cerevisiae alpha-synuclein toxicity rescue, BacTiter-Glo growth, 24 h; active = well fitted activation curve with a large enough effect; also: 0% is about no effect
#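 Growth restoration measured by BacTiter-Glo luminescence after 24 hr at 30 deg C; alpha-synuclein yeast, raffinose-pregrown to mid-log, were added at OD600=0.02 in galactose medium onto pinned compounds.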
# * marks the source's active call; other numbers are inactive results; [ ] = remark or other dose. Potency is read from the fitted curve at half-maximal effect. An excerpt, so the mix of outcomes need not match the whole.
# A first look (2 entries):
SMILES,aSyn tox rescue
Cc1cc(C)n(C(=O)C(C)n2nc([N+](=O)[O-])c(Br)c2C)n1 (stereo unspecified),-2%
COc1ccc(C(=O)NC(=S)Nc2ccc3[nH]c(=O)[nH]c3c2)cc1Br,-1%

# Main list (from the top)
SMILES,aSyn tox rescue
Cc1cc(C)n(C(=O)C(C)n2nc([N+](=O)[O-])c(Br)c2C)n1 (stereo unspecified),-2%
COc1ccc(C(=O)NC(=S)Nc2ccc3[nH]c(=O)[nH]c3c2)cc1Br,-1%
Cc1ccc2occ(CC(=O)N(Cc3ccc(N(C)C)cc3)C3CCS(=O)(=O)C3)c2c1 (stereo unspecified),8%
CCN1C(=O)C(CC(=O)Nc2ccc(F)cc2)N(CCc2ccc(OC)cc2)C1=S (stereo unspecified),8%
CS(=O)(=O)c1ccccc1-c1nnc(NC(=O)c2ccc3c(c2)OCCO3)o1,-2%
Cc1nnc(N2CCN(c3ccccc3F)CC2)c2c1nnn2Cc1ccccc1Cl,3%
CCc1ccc(NC(=O)CN2C(=O)C(c3ccc(C)cc3)=NC23CCCCC3)cc1,2%
O=C(NCC(=O)N(Cc1ccco1)C(C(=O)NC1CCCCC1)c1ccncc1)c1cccs1 (stereo unspecified),-3%
Cc1ccc(/C=N/NC(=O)CSc2ccccn2)o1,1%
O=C1CCC(=O)N1CCSC(=S)N1CCSCC1,1%
N/C(=N\OCc1ccc([N+](=O)[O-])cc1)c1ccncc1,1%
CC(=O)N1CCCc2cc(S(=O)(=O)N3CCN(c4ccccc4F)CC3)ccc21,15%
COc1ccccc1NC(=O)c1oc2ccccc2c1NC(=O)c1ccccc1C(F)(F)F,-6%
Cn1nnc2c(NCc3ccc(Cl)cc3)ncnc21,-4%
CC(=O)Nc1ccc(C(C#N)=Cc2ccc(N(C)CCC#N)cc2)cc1,-10%
Cc1nc(SCc2ccc(F)cc2)c2oc3ccccc3c2n1,16%
COc1ccc(NC(=O)CN2CCN(c3ccccc3)CC2)cc1,4%
Cc1nc2ccn(Cc3ccccc3)c(=O)c2cc1C(=O)N1CCN(c2ccc(F)cc2)CC1,7%
O=C(Nc1cc(Cl)cc(Cl)c1)c1ccc(F)c(S(=O)(=O)N2CCc3ccccc32)c1,-1%
COc1cccc(C(=O)NCC2CCCN(C(=O)Cc3cccc(C)c3)C2)c1OC (stereo unspecified),0%
CCCCOc1ccc(CSCCN=C(N)N)cc1,6%
O=S(=O)(NCC(c1ccco1)N1CCN(c2ccc(F)cc2)CC1)c1cc(F)ccc1F (stereo unspecified),1%
Cc1cccc(N2CCN(C(=O)C3CCCN(C(=O)c4cc5sccc5n4C)C3)CC2)c1C (stereo unspecified),8%
C=CCn1cccc(C(=O)Nc2ccc(OC)c(OC)c2)c1=O,-11%
Cc1cc(C)nc(NS(=O)(=O)c2ccc(NCN3C(=O)c4ccccc4C3=O)cc2)n1,10%
COc1ccc(C)cc1NC(=O)CN(c1cc(C(F)(F)F)ccc1Cl)S(C)(=O)=O,1%
O=C(NCc1cccnc1)c1cccc(NS(=O)(=O)c2ccc(Br)cc2)c1,-9%
CCOc1ccc(CNC(=O)c2ccc(-c3nc(CSc4ccc(C)cc4)c(C)o3)cc2)cc1,0%
C[C@@H]1CN([C@H](C)CO)C(=O)c2cc(C#CC3CC3)cnc2O[C@H]1CN(C)S(C)(=O)=O,-8%
CC(C)CN(C(=O)c1ccc(N2CCCC2=O)cc1)C1CCS(=O)(=O)C1 (stereo unspecified),2%
Cc1ccc(S(=O)(=O)N(C)C[C@@H]2OCc3ccccc3-c3c(n(C)c4ccccc34)C(=O)N([C@H](C)CO)C[C@@H]2C)cc1,8%
COc1cc2c(cc1NC(=O)COc1cc(C)ccc1C)oc1ccccc12,-7%
CCCC1NC(=O)c2cc3ccccc3cc2-n2c1nc1cc(F)ccc1c2=O (stereo unspecified),9%
COc1ccccc1-c1nc2cc(NC(=O)c3ccccc3Cl)ccc2o1,-12%
Cc1ccc(NC(=O)N2CC=C(c3c[nH]c4ccccc34)CC2)cc1Cl,3%
CNC(=O)C[C@H]1C(=O)N(c2ccc(OC)cc2)C[C@@H]1C,1%
CNCc1c(OCc2ccccc2F)ccc2ccccc12,-14%
CCOC(=O)CN=C/C(C(=O)Nc1nccs1)=C(/C)O,-20%
COc1ccccc1C(=O)NCC(c1cccnc1)N1CCc2ccccc2C1 (stereo unspecified),3%
O=S(=O)(c1ccc(Cl)cc1)N1CCN(Cc2ccncc2)CC1,-5%
CCn1cc(C(=O)NCCc2ccccc2)c(=O)c2cc(S(=O)(=O)N3CCOCC3)ccc21,0%
Cc1cccc(OCCn2c(-c3ccc(Cl)cc3)nc3ccccc3c2=O)c1,-9%
COc1ccccc1N1CCN(C(=O)c2nn(-c3ccc(C)cc3)c(=O)n(C)c2=O)CC1,2%
Cc1ccc2c(c1)N(C(=O)CCC(=O)N1CCC(C(N)=O)CC1)CCO2,4%
COc1ccc(-c2nc(CS(=O)(=O)CC(=O)Nc3ccc(Cl)cc3)c(C)o2)cc1,7%
Cc1ccc(CN2CCC(CO)(CC3CCCCO3)CC2)o1 (stereo unspecified),1%
Cc1nn(C)c2c1c(-c1ccccc1)cc(=O)n2Cc1ccccc1C#N,1%
Cc1ccc(S(=O)(=O)N2CCN(C(=O)c3cc(S(=O)(=O)N(C)C)ccc3N3CCCC3)CC2)cc1,1%
CCNc1ccc(S(=O)(=O)N(C)C)cc1NCC(=O)Nc1ccccc1F,-7%
CCn1c(=O)c2cc(C(=O)Nc3cc(C)on3)sc2c2ccccc21,7%

# (more compounds)
SMILES,aSyn tox rescue
COc1ccc(C)cc1NC(=O)C(=O)NCCc1csc2nc(-c3ccccc3F)nn12,-5%
Cc1ccc(-n2ncc3c(NCCCc4ccccc4)ncnc32)cc1,4%
COC(=O)C(CC(C)C)NC(=O)C(Cc1ccccc1)NC(=O)C1CCCN1C(=O)OC(C)(C)C (stereo unspecified),2%
CCCCCn1cc2c(c1-c1ccc(Cl)cc1)c(=O)n(C)c(=O)n2C,-6%
CC1CCN(c2nc3ccc(C(=O)NC(C)C)cc3s2)CC1,-1%
COc1ccc(NC(=O)CSCc2cc(=O)c3cc(Cl)ccc3[nH]2)cc1,-9%
CC1=C(c2ccc(C)c(C)c2)S(=O)(=O)N=C1N1CCC(C(=O)NCc2ccc(N(C)C)cc2)CC1,0%
O=C(COc1ccc(F)cc1)NC1CC(=O)N(c2ccc3c(c2)OCCO3)C1 (stereo unspecified),-8%
COCCCn1c(C(=O)Nc2ccc3c(c2)OCO3)cc2c(=O)n3cccc(C)c3nc21,4%
COc1cc(NC(=O)c2cccc3c2C(=O)N(C2CCCCC2)C3)cc(OC)c1OC,-22%
Cc1ccccc1NS(=O)(=O)c1nnc(NC(=O)c2ccco2)s1,2%
CCc1nnc(NC(=O)C2(C)COC(c3ccc(OC)cc3)OC2)s1 (stereo unspecified),5%
O=c1[nH]c2ccc(S(=O)(=O)NCCO)cc2[nH]1,3%
O=C1CCCCC1c1cccc2ccccc12 (stereo unspecified),4%
O=S(=O)(c1ccc2nc(N3CCN(c4ccccc4F)CC3)ccc2c1)N1CCCCC1,-2%
Cc1ccc(S(=O)(=O)CC(=O)Nc2sc(C)c(C)c2C(N)=O)cc1,-49%[inhibitor]
O=C(N/N=C/c1cc(Cl)cc([N+](=O)[O-])c1O)C1CC1,5%
CN1CCSc2ccc(C(=O)NCc3cccc(F)c3)cc21,8%
CC(C)CN1CC(C(=O)O)CC1=O (stereo unspecified),-5%
COc1cc(OC)c(NC(=O)C(C)n2c(=O)cc(-c3ccccc3)c3c(C)nn(C)c32)cc1Cl (stereo unspecified),5%
COc1ccccc1N(CC(=O)NCCc1ccccc1)C(=O)CCC(=O)Nc1nccs1,2%
COc1cc(C2OC(=O)c3ccccc3S2)cc(OC)c1OC (stereo unspecified),-1%
O=C(COc1ccc(Cl)cc1)NC1=NN(c2ccccc2)C(=O)C1,-47%[inhibitor]
COc1ccc(Cl)cc1NC(=O)C1CSC(c2ccncc2)=N1 (stereo unspecified),-5%
CCOc1ccc(CCNC(=O)COC(=O)Cc2ccc(OC)c(OC)c2)cc1OCC,0%
CC(Oc1ccc(F)cc1)C(=O)NCC1(N(C)C)CCCCC1 (stereo unspecified),-15%
CCCCSc1cc(=O)[nH]c(N)n1,-4%
CCOC(=O)C1CCC(C(=O)OCC)N1c1ccc(C=O)cc1 (stereo unspecified),-5%
CCOc1ccc(NC(=O)CN(C)C(=O)c2cccc(S(=O)(=O)N3CCCC3)c2)cc1OCC,1%
CCOC(=O)c1ccc(NC(=O)CSc2ccc(-c3ccccn3)nn2)cc1,-3%
O=C(O)C1CSC(c2ccco2)N1 (stereo unspecified),-1%
CCOC(=O)C(CC)n1nnc2sc(-c3ccccc3)cc2c1=O (stereo unspecified),9%
CSc1ncccc1C(=O)NCC12CC3CC(CC(C3)C1)C2,1%
COc1ccccc1/C=C/c1nc(C#N)c(NC(C)c2ccccc2)o1 (stereo unspecified),1%
CC1(C)C(=Cc2ccccc2)C(=O)c2ccccc21,-13%
Cc1cc(F)ccc1NC(=O)Cn1nc(N2CCN(c3ccccc3)CC2)ccc1=O,1%
Cc1cccc(N2C(=O)C(CC(=O)Nc3ccccc3)N(C3CCCCC3)C2=O)c1 (stereo unspecified),1%
Cc1ccc(NC(=O)CCCN2C(=O)COc3ccc(C)cc32)c(Cl)c1,-9%
Cc1cccc(N2CCN(c3c4c(nc5nncn35)CCC4)CC2)c1C,-5%
CCCCn1c(N)c(N(CCOC)C(=O)COc2c(C)cccc2C)c(=O)[nH]c1=O,-3%
COC(=O)c1ccc2c(c1)N(CC(=O)Nc1cccc(Cl)c1C)C(=O)c1ccccc1S2,7%
CN(Cc1ccccc1)C(=O)COC(=O)c1ccc(Cl)cc1N,-1%
CCc1cccc(NC(=O)c2ccc(CNc3c(N4CCCC4)c(=O)c3=O)cc2)c1,-14%
Cc1nn(C)cc1NC(=O)c1nn(C)cc1[N+](=O)[O-],-9%
COc1ccc(-c2cc(C(F)(F)F)n3nc(C(=O)Nc4sc5c(c4C#N)CCC(C)C5)cc3n2)cc1OC (stereo unspecified),3%
COc1ccc(-c2csc3nc[nH]c(=O)c23)cc1OC,7%
COc1cc(/C=C2/SC(=S)N(CC(=O)NNC(=O)c3ccc(F)cc3)C2=O)cc(OC)c1OC,7%
COc1ccccc1CN1CC(C(=O)N(C)CCc2ccccn2)CCC1=O (stereo unspecified),12%
O=C(COc1ccc(-n2ccnc2)cc1)Nc1cccc(F)c1,3%
COc1ccc(C)cc1NC(c1nnc(-c2ccccc2)o1)c1ccc(F)cc1Cl (stereo unspecified),20%

# 15 entries already listed, sorted by SMILES length, low to high:
SMILES,aSyn tox rescue
O=C(O)C1CSC(c2ccco2)N1 (stereo unspecified),-1%
CC1(C)C(=Cc2ccccc2)C(=O)c2ccccc21,-13%
COc1ccc(-c2csc3nc[nH]c(=O)c23)cc1OC,7%
O=C(COc1ccc(-n2ccnc2)cc1)Nc1cccc(F)c1,3%
CN(Cc1ccccc1)C(=O)COC(=O)c1ccc(Cl)cc1N,-1%
Cc1nn(C)cc1NC(=O)c1nn(C)cc1[N+](=O)[O-],-9%
COc1ccccc1CN1CC(C(=O)N(C)CCc2ccccn2)CCC1=O (stereo unspecified),12%
Cc1ccc(NC(=O)CCCN2C(=O)COc3ccc(C)cc32)c(Cl)c1,-9%
COc1ccc(C)cc1NC(c1nnc(-c2ccccc2)o1)c1ccc(F)cc1Cl (stereo unspecified),20%
Cc1cc(F)ccc1NC(=O)Cn1nc(N2CCN(c3ccccc3)CC2)ccc1=O,1%
CCc1cccc(NC(=O)c2ccc(CNc3c(N4CCCC4)c(=O)c3=O)cc2)c1,-14%
CCCCn1c(N)c(N(CCOC)C(=O)COc2c(C)cccc2C)c(=O)[nH]c1=O,-3%
COC(=O)c1ccc2c(c1)N(CC(=O)Nc1cccc(Cl)c1C)C(=O)c1ccccc1S2,7%
COc1cc(/C=C2/SC(=S)N(CC(=O)NNC(=O)c3ccc(F)cc3)C2=O)cc(OC)c1OC,7%
COc1ccc(-c2cc(C(F)(F)F)n3nc(C(=O)Nc4sc5c(c4C#N)CCC(C)C5)cc3n2)cc1OC (stereo unspecified),3%

# (next part)
SMILES,aSyn tox rescue
COc1ccc(/C=N/NC(=O)c2nnn(-c3nonc3N)c2C)cc1OC,2%
COCCn1cnnc1SCC(=O)Nc1sccc1C(N)=O,-3%
O=C(Cc1ccc(F)cc1)N1CCC(c2nc3c(nnn3Cc3ccc(F)cc3)c(=O)[nH]2)CC1,-6%
COc1ccc(CNc2nc3c(-c4ccccc4)nnn3c3ccccc23)cc1,8%
CSc1ncccc1C(=O)OCC(=O)c1ccc(Cl)s1,-9%
COc1ccc(N2CCN(C(=O)c3ccc(CS(=O)c4cccc(C)c4)o3)CC2)cc1 (stereo unspecified),1%
CCN(CC)S(=O)(=O)c1ccc(-c2csc(C)n2)s1,12%
COc1ccc(OC)c(NC(=O)c2cnc(Nc3ccc(C)c(Cl)c3)c3ccccc23)c1,5%
COc1ccc(-c2cc(C(=O)Oc3ccc(C#N)cc3)no2)cc1,-3%
COc1ccccc1CN(C)CC(=O)Nc1cccc2ccccc12,9%
CCn1c(=O)c2sccc2n(CC(=O)NC2CCCCC2)c1=O,-2%
Cc1c(Cl)cccc1-c1ccc(/C=C(\C#N)c2nc3ccccc3[nH]2)o1,-63%[inhibitor]
COc1ccccc1/C=C/C=N/NC(=O)Cc1cccs1,-3%
Cc1ccc(C(=O)NCCn2cc(SCC(=O)Nc3nnc(C)s3)c3ccccc32)cc1,-2%
O=C(c1ccco1)n1nc(-c2ccccc2)nc1NCc1ccc(Cl)cc1,-42%[inhibitor]
CC1CCCN(c2nc3c(S(=O)(=O)c4ccc(C(C)C)cc4)nnn3c3ccsc23)C1 (stereo unspecified),-2%
CC1=C(C(=O)Nc2cccnc2)C(c2ccc(F)cc2)n2nc(SCc3ccccc3)nc2N1 (stereo unspecified),0%
CCC(=O)N1CCc2cc(S(=O)(=O)NC(CC(C)C)C(=O)NCc3cccc(OC)c3)ccc21 (stereo unspecified),1%
COc1ccc(CCNC(=O)CCn2c(=O)c3cccn3c3cccnc32)c(OC)c1OC,-15%
Nc1c(C(=O)N/N=C/c2ccc([N+](=O)[O-])cc2)cnn1-c1ccccc1,-7%
